Screening data as filed in PubChem BioAssay.
Rab2 wt GTP – changes GTP binding to wildtype dog Rab2A, up or down; GST-Rab2 wt beads, Bodipy-GTP binding, flow cytometry; hit rate 0.19% among 190,000; AID 760; GTP binding activity, % at 10 µM; P61105;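 active = GTP binding activity at least 20 points away from 100%, either lowered or raised; inconclusive = signal likely due to the compound's own green fluorescence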;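 also: 0% = beads with excess unlabeled GTP and 100% = no-compound control corrected for plate trend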
Rab7 wt modul – alters GTP binding to wildtype dog Rab7; GST-Rab7 beads, fluorescent GTP binding, flow cytometry; actives lie on both sides; untreated = 100%, excess cold GTP = 0%; GTP binding activity (percent of control), % at 10 µM; hit rate 0.055% among 190,000; AID 758;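 active = fluorescent GTP binding to Rab7 beads changed by at least 20 points from the 100% baseline, either direction, mostly lower; inconclusive = compound itself probably fluorescent, or too few beads counted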;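 also: median green fluorescence of bound Bodipy-FL-GTP per Rab7 bead population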
ABCB1 inh – blocks JC-1 efflux by human ABCB1 transporter; CCRF-Adr cells, flow cytometry; AID 1326; inhibition, % at 6.6 µM; hit rate 0.067% among 190,000; P08183; in the data active = inhibition above about 40%;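 also: 0% = vehicle and 100% = reference inhibitor; higher value means more JC-1 retained so stronger ABCB1 efflux block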
Cdc42 wt – changes GTP binding to wildtype human Cdc42 | P60953 | GST-Cdc42 beads, Bodipy-GTP binding, flow cytometry; actives lie on both sides | percent activity (GTP binding), % at 10 µM | hit rate 0.2% among 190,000 | AID 761;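 active = percent activity GTP binding at least 20 points away from the 100% baseline, either down as inhibitor or up as activator; inconclusive = compound flagged as likely green fluorescent from well-wide comparison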;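 also: median bead fluorescence of bound Bodipy-FL-GTP at 100 nM; 0% = excess unlabeled GTP control and 100% = no compound control; below 100% means less GTP binding so inhibitor and above means activator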
Target sequence (P60953 whole entry, looked up): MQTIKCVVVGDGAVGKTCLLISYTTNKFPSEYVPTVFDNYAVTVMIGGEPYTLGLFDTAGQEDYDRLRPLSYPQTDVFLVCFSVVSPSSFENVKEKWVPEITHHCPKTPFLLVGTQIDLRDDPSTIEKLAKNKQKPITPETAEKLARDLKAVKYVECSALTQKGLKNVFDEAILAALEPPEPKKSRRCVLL
Mcl1-Noxa inh – disrupts binding of human Mcl-1 to Noxa peptide; Q07820; TR-FRET Mcl-1/Noxa peptide binding, 2 h; inhibition, % at 21.7 µM; hit rate 1.5% among 220,000;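 active = compounds that cut the protein-peptide binding signal by more than 50% relative to plate controls in a single-dose test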;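 also: His-tagged Mcl-1 with rhodamine Noxa BH3 peptide and terbium anti-His antibody; 0% = Mcl-1 plus Noxa peptide wells and 100% = peptide-only wells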
Target sequence (Q07820 whole entry, looked up): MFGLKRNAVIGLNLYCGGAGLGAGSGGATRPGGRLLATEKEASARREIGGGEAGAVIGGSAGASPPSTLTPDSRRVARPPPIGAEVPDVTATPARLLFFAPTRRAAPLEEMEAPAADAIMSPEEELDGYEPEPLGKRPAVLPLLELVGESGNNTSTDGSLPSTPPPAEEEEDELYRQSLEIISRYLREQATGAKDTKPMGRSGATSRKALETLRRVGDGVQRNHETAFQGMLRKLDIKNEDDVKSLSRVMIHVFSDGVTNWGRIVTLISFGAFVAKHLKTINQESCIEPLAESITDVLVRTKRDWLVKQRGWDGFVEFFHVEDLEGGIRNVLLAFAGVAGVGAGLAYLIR
Avidin bead fluor – compound fluoresces at 488/530 nm on avidin beads; fluorescence (KMESF) at 10 µM; AID 1775; hit rate 0.38% among 220,000; compound fluorescence 488/530 nm, flow cytometry; active compounds read high; in the data active = fluorescence above about 47; also: inactives centre near 10
Pf gamet viab – kills late stage P. falciparum gametocytes; P. falciparum stage V gametocytes, ATP luminescence, 24 h; inhibition, % at 10.9 µM; hit rate 0.065% among 150,000; AID 743093;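 active = inhibition above the mean plus 3 SD of compounds within the control limits, set per campaign, cut at about 38% in these data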;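 also: 0% = DMSO wells and 100% = medium only without gametocytes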
Rac1 wt GTP bind – modulators of human Rac1 wildtype GTP binding | GST-Rac1 beads, fluorescent GTP binding, flow cytometry; actives lie on both sides; 0 = cold GTP competed, 100 = untreated | P63000 | hit rate 0.27% among 190,000 | GTP binding activity (% of control), % at 10 µM;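 active = GTP binding activity at least 20 points away from the 100% control level, either lower or higher; inconclusive = compound flagged as likely green fluorescent, judged across all proteins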
HRas wt GTP – human HRas wildtype GTP binding, change in either direction | P01112 | GST-Ras wt beads, Bodipy-FL-GTP binding, flow cytometry; actives lie on both sides | AID 759 | GTP binding activity, % at 10 µM | hit rate 0.14% among 190,000;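 active = GTP binding activity at least 20% away from the 100% baseline, either lowered as inhibitor or raised as activator; inconclusive = flagged as likely green fluorescent, judged across all proteins in the well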;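 also: 0% = unlabeled GTP competition control and 100% = no-compound control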
Target sequence (P01112 whole entry, looked up): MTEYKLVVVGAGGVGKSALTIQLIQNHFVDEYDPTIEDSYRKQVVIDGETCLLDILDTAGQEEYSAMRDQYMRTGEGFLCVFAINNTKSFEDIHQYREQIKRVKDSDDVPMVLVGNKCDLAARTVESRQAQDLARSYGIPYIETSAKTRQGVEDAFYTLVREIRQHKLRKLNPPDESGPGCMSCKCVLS
Rac1 mut GTP – modulators of GTP binding to human Rac1 activated mutant; hit rate 0.11% among 190,000; P63000; AID 764; GST-Rac1 activated beads, fluorescent GTP binding, flow cytometry; actives lie on both sides; 100% means binding = to untreated wells; percent activity (GTP binding), % at 10 µM;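 active = GTP binding at least 20 percentage points away from the 100% baseline, in either direction, so actives lie on both sides; inconclusive = Compound likely fluorescent itself, or too few beads counted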
ABCG2 block – blocks JC-1 efflux by human ABCG2 transporter; Q9UNQ0; IgMXP3 cells, flow cytometry; inhibition, % at 6.6 µM; hit rate 0.1% among 190,000; AID 1325;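 active = inhibition above 80%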;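 also: 0% = DMSO and 100% = nicardipine control wells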
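System: two drug-resistant human cell lines, ABCG2 and ABCB1; controls: nicardipine high and DMSO low controls; times: 10 min exposure at 25 °C with rotation, no wash; detection: flow cytometry of retained JC-1 fluorescence; read-out basis: percent efflux inhibition, scaled nicardipine 100% to DMSO 0%; doses: one concentration, 6.6 µM final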
* marks the source's active call; other numbers are inactive results; ? = inconclusive; . = not tested or not shown.

#	molecule	Rab2 wt GTP	Rab7 wt modul	ABCB1 inh	Cdc42 wt	Mcl1-Noxa inh	Avidin bead fluor	Pf gamet viab	Rac1 wt GTP bind	HRas wt GTP	Rac1 mut GTP	ABCG2 block
1	CCCOc1cc(N(CC)CC)ccc1/C=C(/C#N)c1nc2ccc(C)cc2[nH]1	107	111	26	104	9	11	10	109	105	101	44
2	COc1ccc(-n2c3c(cc(C(=O)N4CCC(C)CC4)c2=O)C(=O)CC(C)(C)C3)cc1	103	100	0.1	105	-6	8	.	107	103	101	0
3	N#CC1=C(N)Oc2n[nH]c(-c3cccs3)c2C1C1C=CCCC1 (stereo not given)	98	99	0.3	98	7	10	.	97	98	97	0
4	Cc1cc(C)nc(/N=C2\NC(=O)CC(C(=O)O)N2c2ccc(Cl)cc2Cl)n1 (stereo not given)	96	100	0.0	93	14	66*	-3	96	97	94	1
5	COc1ccc(NC(=S)Nc2cccc(S(=O)(=O)N3CCCCC3)c2)cc1	100	99	-0.6	100	28	15	-58	104	101	102	-11
6	N[C@@H](Cc1ccc(O)cc1)c1nnc([C@H](CC(=O)O)NC(=O)C2CCNCC2)o1	97	96	0.5	100	-13	5	19	95	96	97	1
7	O=C(Nc1ccc(S(=O)(=O)N2CCC(C(=O)NC3CCCCC3)CC2)cc1)c1ccco1	100	97	-0.7	100	-14	14	10	103	98	99	5
8	CCCCC/C(=N\NC(=O)Nc1ccccc1)c1ccccc1	99	98	1.0	100	12	12	9	101	98	98	6
9	O=C(CN1C(=O)NC2(CCCc3ccccc32)C1=O)N1CCc2ccccc2C1 (stereo not given)	97	100	1.6	93	11	8	.	105	100	96	2
10	CCn1c(=S)sc2c(=O)n(-c3ccccc3)c(=S)[nH]c21	83	90	0.4	85	28	7	.	88	89	84	0
11	CCN(CC)CCNc1ccnc2cc(Cl)ccc12	101	100	-0.3	99	20	9	.	101	101	99	-1
12	O=C(Nc1nnc(C2CC2)s1)c1cc([N+](=O)[O-])ccc1N1CCCCC1	96	103	0.4	97	14	3	-7	102	100	96	0
13	CC(C)C(=O)Nc1ccc(C(=O)Nc2nnc(C(C)C)s2)cc1	94	97	-0.1	97	0	29	.	101	97	95	2
14	CC(C)(C)c1ccc(Oc2ccc(N)cc2)cc1	?	?	-0.4	?	19	2	2	?	?	?	-1
15	COc1ccc(C(=O)OCc2nc(N)nc(Nc3ccccc3C)n2)cc1OC	97	97	2.1	97	-24	6	-16	98	97	94	9
16	CC1CCN(S(=O)(=O)c2ccc(NC(=O)Cn3nnc(-c4ccccc4F)n3)cc2)CC1	102	104	-0.4	101	-6	10	.	109	102	101	0
17	COc1cccc(NC(=S)N2CCN(c3ccc([N+](=O)[O-])cc3)CC2)c1	95	93	0.2	96	4	18	.	96	93	93	14
18	Cc1ccccc1CCN(CC(=O)NC1CCCCC1)C(=O)c1csnn1	97	106	1.3	94	7	12	10	96	96	93	2
19	CCC(=O)Nc1nc(OC)cc(OC)n1	91	92	0.4	94	.	11	.	90	94	93	4
20	CCn1c(CNc2ccc(C)cc2)nnc1SCC(=O)NCc1ccccc1	102	103	0.1	103	-36	7	.	103	103	102	1
21	CCN(CC)c1ccc(C(=O)NN)cc1	102	97	0.0	98	14	14	11	100	96	95	0
22	COC(=O)C(O)(CC(=O)c1ccc(OC)cc1)C(F)(F)F (stereo not given)	97	96	0.4	101	-4	16	14	97	99	96	1
23	CCOC(=O)c1c(C(F)(F)C(F)(F)C(F)(F)C(F)(F)F)n[nH]c1C	98	100	0.2	96	7	5	.	97	98	97	1
24	CC(C)OCCCNC(=O)c1cccc(NC(=O)c2ccccc2)c1	101	99	-0.1	98	5	17	-28	102	101	101	3
25	Cc1nc2ccccn2c1C(=O)Nc1ccc2c(c1)OCCO2	94	91	1.2	98	17	5	5	97	94	90	34
26	CC(=O)Nc1ccc(S(=O)(=O)N2CCN(S(=O)(=O)N3CCCCC3)CC2)cc1	99	106	0.0	100	10	6	6	99	98	101	0
27	CCOC(=O)CCn1nc(-c2ccc(C)cc2)c2ccccc2c1=O	99	102	0.6	97	5	12	.	99	98	98	1
28	O=C(O)c1ccccc1C(=O)N(Cc1ccccc1)Cc1ccccc1	95	97	0.6	98	-3	13	9	103	96	91	2

In another format: results already given
15) COc1ccc(C(=O)OCc2nc(N)nc(Nc3ccccc3C)n2)cc1OC
24) CC(C)OCCCNC(=O)c1cccc(NC(=O)c2ccccc2)c1
21) CCN(CC)c1ccc(C(=O)NN)cc1
2) COc1ccc(-n2c3c(cc(C(=O)N4CCC(C)CC4)c2=O)C(=O)CC(C)(C)C3)cc1
8) CCCCC/C(=N\NC(=O)Nc1ccccc1)c1ccccc1

| screen / no. | 15 | 24 | 21 | 2 | 8 |
| --- | --- | --- | --- | --- | --- |
| Rab2 wt GTP | 97 | 101 | 102 | 103 | 99 |
| Rab7 wt modul | 97 | 99 | 97 | 100 | 98 |
| ABCB1 inh | 2.1 | -0.1 | 0.0 | 0.1 | 1.0 |
| Cdc42 wt | 97 | 98 | 98 | 105 | 100 |
| Mcl1-Noxa inh | -24 | 5 | 14 | -6 | 12 |
| Avidin bead fluor | 6 | 17 | 14 | 8 | 12 |
| Pf gamet viab | -16 | -28 | 11 | . | 9 |
| Rac1 wt GTP bind | 98 | 102 | 100 | 107 | 101 |
| HRas wt GTP | 97 | 101 | 96 | 103 | 98 |
| Rac1 mut GTP | 94 | 101 | 95 | 101 | 98 |
| ABCG2 block | 9 | 3 | 0 | 0 | 6 |

Limited to Avidin bead fluor, Rac1 mut GTP and Pf gamet viab, for some of the entries so far:
nr | SMILES | Avidin bead fluor | Rac1 mut GTP | Pf gamet viab
12 | O=C(Nc1nnc(C2CC2)s1)c1cc([N+](=O)[O-])ccc1N1CCCCC1 | 3 | 96 | -7
28 | O=C(O)c1ccccc1C(=O)N(Cc1ccccc1)Cc1ccccc1 | 13 | 91 | 9
